Screens (PubChem BioAssay)
Granule exo inh: LAMP-1 surface exposure blockers, TALL-104 cells – cell-based, flow cytometry, MLPCN library, primary screen. TALL-104 LAMP-1 surface exposure; cells stimulated with thapsigargin and PMA. inhibition, % at 10 µM. actives 0.66% (n = 360,000). AID 651702, 2012;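 active = inhibition above about 55%, limit read from the data; inconclusive = no clear call, values can overlap the other calls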
aDG glyco act: activators of alpha-DG glycosylation, primary screen, uHTS, Pro5-aDG cells, AlphaScreen; actives 0.22% (n = 360,000); activation, % at 10 µM; alpha-DG glycosylation AlphaScreen (IIH6); 0% Pro5, 100% B10-LARGE cell signal; AID 624168, 2012;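 active = activation of at least 8% versus controls, or a plate z-score of at least 8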;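 note: Pro5 are CHO cells carrying HIG-tagged alpha-DG that lacks glycosylation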
CaV13 ICDI inh: Primary screen for inhibitors of IQ motif and Ca2+-dependent inactivation inhibitor domain binding in CACNA1D, Förster resonance energy transfer in living cells, …. HEK cells, CFP/YFP FRET ICDI-IQ, plate reader, 10 min; percent FRET-ratio fall versus neutral wells. inhibition, % at 12.3 µM. actives 0.098% (n = 340,000);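 active = mean replicate inhibition of at least 30% and at least 1% of replicates passing that level; inconclusive = only one of the two criteria is met; inactive = neither criterion is met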;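 note: 0% = median of the neutral control wells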
NR2E3 ag-1: NR2E3 agonists in two-hybrid cells, primary screen, cell-based, luminescence, CHO-S, Gal4-NCOR/VP16-NR2E3 | actives 0.35% (n = 360,000) | AID 602229, 2012 | inhibition of corepressor binding, % at 3.98 µM | luciferase;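 active = inhibition above the mean of all tested compounds plus 3 SD, cut at about 70% in these data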;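 note: 0% = DMSO with NR2E3 transfected cells and 100% = cells lacking NR2E3 construct; higher means lower luciferase signal from less NR2E3 corepressor binding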
Target sequence (Q9Y5X4 whole entry, looked up, the tested form may be a part): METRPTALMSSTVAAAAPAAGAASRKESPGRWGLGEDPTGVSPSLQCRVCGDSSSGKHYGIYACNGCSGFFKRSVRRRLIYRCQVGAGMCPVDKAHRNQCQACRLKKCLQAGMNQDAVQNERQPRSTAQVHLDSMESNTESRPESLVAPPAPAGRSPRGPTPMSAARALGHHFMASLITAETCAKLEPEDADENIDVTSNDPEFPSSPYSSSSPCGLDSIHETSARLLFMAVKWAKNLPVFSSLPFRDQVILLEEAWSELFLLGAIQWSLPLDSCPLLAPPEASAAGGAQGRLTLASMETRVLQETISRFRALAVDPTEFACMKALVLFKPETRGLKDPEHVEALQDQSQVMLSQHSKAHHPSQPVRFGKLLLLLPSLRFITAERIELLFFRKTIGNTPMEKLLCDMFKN
NR2E3 ag-2: inhibitors of NR2E3-RetCOR corepressor binding, primary screen, NR2E3 agonist project, biochemical, TR-FRET, GST-NR2E3, biotin-RetCOR | actives 0.12% (n = 320,000) | Photoreceptor-specific nuclear receptor (Homo sapiens), Q9Y5X4 | AID 2300, 2010 | inhibition of corepressor binding, % at 4.78 µM | 1536-well;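 active = percent inhibition above the cutoff of mean plus 3 SD of all tested compounds, set per screening campaign, cut at about 20% in these data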;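 note: 0% = DMSO wells and 100% = biotin wells as full block of FRET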
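Test system – NR2E3–RetCOR corepressor complex · Quantity – NR2E3 fusion 1.35 nM · Buffer or medium – Tris pH 7.5 · Incubation – Compound–protein incubation for 5 h at 4 °C · Technique – TR-FRET, Eu(K)-anti-GST donor, streptavidin-D2 acceptor, ex 340, em 617/671 nm · Evaluation – percent inhibition of 671/617 nm emission ratio versus biotin and DMSO controls · Plate – 1536-well format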
Peg3 promoter: Peg3 promoter-driven luciferase inhibitors, primary screen, cell-based, HeLa, luciferase luminescence | inhibition, % at 20 µM | actives 1.7% (n = 360,000) | HeLa PEG-Prom luciferase reporter, overnight;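 active = inhibition of at least 50% at 20 µM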
HIF-2a inh: HIF-2a reporter inhibitors, primary screen, luminescence, 786-0 RCC cells; inhibition, % at 18.8 µM; actives 0.72% (n = 360,000); AID 624352, 2012; 786-0 RCC cells HIF-2a reporter, luciferase luminescence, overnight;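 active = inhibition of the luminescence signal of 40% or more relative to plate controls, in a single-dose primary screen at 18.75 µM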
MITF TRPM1 inh: inhibitors of MITF-dependent TRPM1 promoter reporter, primary screen, cell-based, SK-MEL-5, single point, luciferase. SK-MEL-5 TRPM1 promoter luciferase, 24 h. inhibition, % at 12.5 µM. actives 0.83% (n = 330,000). AID 488899, 2010;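 active = mean inhibition across replicates of 60% or more, whatever share of single replicates reaches that level; inconclusive = some that reach 60%, reason not given; inactive = mean inhibition across replicates below 60%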; note: values of inactives mirror those of a sister screen read the other way
PDI inh: inhibitors of human PDI, primary screen, biochemical, turbidity, single point, plate reader; inhibition, % at 10 µM; actives 0.052% (n = 350,000); PDI insulin aggregation turbidity, A650, 90 min; AID 588391, 2011;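 active = mean inhibition across replicates of 30% or more, whatever share of single replicates reach that level; inconclusive = mean inhibition below 30% while every single replicate reaches 30%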;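 note: absorbance from insulin aggregation driven by PDI reduction with DTT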
Target sequence (P07237 whole entry, looked up): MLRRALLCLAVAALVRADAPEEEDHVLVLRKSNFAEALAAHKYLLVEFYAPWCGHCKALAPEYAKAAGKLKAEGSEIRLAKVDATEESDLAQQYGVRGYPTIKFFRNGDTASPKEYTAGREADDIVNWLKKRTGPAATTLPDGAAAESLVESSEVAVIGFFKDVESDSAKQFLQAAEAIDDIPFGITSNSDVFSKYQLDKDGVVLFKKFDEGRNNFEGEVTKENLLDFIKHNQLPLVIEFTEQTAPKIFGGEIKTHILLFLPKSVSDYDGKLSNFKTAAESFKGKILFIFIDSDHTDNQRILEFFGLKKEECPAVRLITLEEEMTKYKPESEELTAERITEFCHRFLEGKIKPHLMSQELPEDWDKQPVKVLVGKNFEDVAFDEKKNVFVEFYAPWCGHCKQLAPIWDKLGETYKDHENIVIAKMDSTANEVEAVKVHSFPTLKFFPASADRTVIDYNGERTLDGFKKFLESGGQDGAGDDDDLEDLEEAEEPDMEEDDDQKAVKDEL
iPSC survival up: enhancers of single-cell hiPSC survival, primary screen, ATPlite luminescence. survival enhancement, % at 20 µM. 100% = ROCK inhibitor wells, 0% = DMSO. actives 0.044% (n = 360,000); in the data active = survival enhancement above about 18%;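 note: cells exposed to compounds for 16 hours before the ATP read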
Vif imaging: HIV Vif self-association inhibitors, primary screen, imaging, HEK293T, single point; HEK293T cells, Vif self-association by quenched fluorescence, 24 h; inhibition, % at 7.49 µM; actives 0.35% (n = 340,000); in the data active = inhibition above about 50%, passing the limit was not always enough; inconclusive = no clear call, values can overlap the other calls; inactive = below about 31%; note: some results filed as inactive read as strong as hits
* marks the source's active call; other numbers are inactive results; ? = inconclusive; . = no result given.

Value order: Vif imaging	Granule exo inh	iPSC survival up	PDI inh	aDG glyco act	NR2E3 ag-1	NR2E3 ag-2	MITF TRPM1 inh	CaV13 ICDI inh	Peg3 promoter	HIF-2a inh
CCc1noc(C)c1C(=O)N(Cc1ccccc1)c1c(N)n(CCOC)c(=O)[nH]c1=O
    3	-3	-0.3	5	-0.3	-15	-3	2	-6	-4	13
Cc1nc2ccc(NC(=O)c3cccs3)cc2c(=O)n1Cc1ccc(Cl)cc1
    -9	23	3.4	-1	0.5	-31	2	48	-9	22	-66
Cn1c(SCC(=O)Nc2cccc(Br)c2)nnc1-c1cc2ccccc2o1
    -4	4	0.2	1	-0.4	-3	-323	-5	-5	14	-20
COC(=O)[C@@H](NC(=O)N1CCN(C(=O)C2COc3ccccc3O2)CC1)C(C)C (stereo partly specified)
    9	8	-0.3	1	0.1	-8	-2	2	-2	3	10
CCCCNC(=O)N1c2ccccc2CC1C (stereo unspecified)
    -2	-2	-0.6	10	0.1	-18	6	0	-14	-13	-27
O=C(NCc1cccc(Cl)c1)c1ccc2nc(N3CCOCC3)sc2c1
    -19	-8	2.0	-4	1.4	-28	2	.	-9	-27	-65
O=C(CCS(=O)(=O)c1ccc2c(c1)NC(=O)CS2)NCc1cccs1
    9	-13	-0.1	6	0.6	-6	1	3	-2	15	13
CCCOc1ccccc1NC(=O)/C=C/C(N)=O
    4	66*	3.8	-4	0.0	-33	-2	-23	-9	48	2
CCOc1ccc(Cl)cc1-c1cc(C(=O)Nc2ccc(Br)cc2)[nH]n1
    13	6	1.0	-5	0.7	-20	.	.	-10	-5	-6
CS(=O)(=O)c1ccc(C(=O)Nc2ccc(N3CCCC3)cc2)c(Cl)c1
    -5	-3	1.7	8	-0.1	-12	-2	-6	-4	1	7
O=C1CCCC2=C1C(c1ccco1)Nc1ccc(C(=O)c3ccccc3)cc1N2 (stereo unspecified)
    -8	-1	-0.5	2	0.6	-56	-1	9	.	-70	-51
Cc1ccc(C(=O)Nc2nc3ccccc3[nH]2)cc1
    -5	-12	-0.8	3	0.2	-41	-2	73*	-5	71*	63*
Cc1ccc2c(c1)C(CCN)C(=O)N2Cc1ccccc1 (stereo unspecified)
    -11	-2	-0.7	-4	-0.1	4	0	-2	-6	15	15
O=C(CSc1ccc(F)cc1)Nc1ccc(N2CCOCC2)c(Cl)c1
    7	3	-0.2	12	0.4	-12	4	3	-3	-70	-79
COc1ccc(OCC(=O)Nc2ccc3c(c2)nc(CCN2CCCCC2)n3C)cc1
    7	0	-0.5	0	-0.2	0	3	6	-3	-22	-5
COc1cc(CO)ccc1OCC(=O)N1CCc2ccccc21
    -5	-2	-0.4	9	0.0	-16	0	-23	.	-23	-57
COc1ccc(Br)cc1/C=N/n1c(C)nnc1C
    -4	3	-2.3	0	1.3	23	6	-1	-3	-14	12
CN(C(=O)/C=C/c1ccccc1)C1CCCCC1
    -2	-6	0.2	6	0.2	-127	-1	.	-19	-290	-224
O=c1cc(CN2CCN(S(=O)(=O)c3ccc4ccccc4c3)CC2)nc2sccn12
    -2	0	-0.3	-4	0.0	-12	2	12	-6	15	2
O=C(Cc1c(F)cccc1Cl)NNC(=O)c1ccc(Br)s1
    -2	27	0.3	-1	0.0	-6	.	3	-6	-8	-16
COc1ccc(OCC(O)CNS(=O)(=O)c2cccc(Cl)c2)cc1 (stereo unspecified)
    20	-9	-0.5	1	0.0	-20	4	.	-4	0	7
c1ccc(Sc2ccncc2)cc1
    7	1	-2.2	0	0.2	10	.	.	-5	-5	5
O=c1c2c3c(sc2ncn1/N=C/c1cccnc1)CCCC3
    9	0	-0.2	4	-0.2	-8	-2	-15	-20	-5	-60
CC1CCCCC12NC(=O)N(CC(=O)N1CCN(S(=O)(=O)Cc3ccccc3)CC1)C2=O (stereo unspecified)
    -2	4	-0.4	-1	0.0	-23	5	0	-2	4	-7
COc1cc(NC(=O)NCc2ccco2)ccc1-c1ccc(NC(=O)NCc2ccco2)cc1OC
    90*	24	-4.2	11	0.0	-4	.	?	-10	26	30
CC1=NN(C(=O)COc2ccc(C)c(C)c2)C(O)(c2ccc(Cl)cc2)C1 (stereo unspecified)
    4	0	0.5	-2	0.6	0	-4	5	-6	-6	-3
COc1ccc(C(=O)N=C2SC3CS(=O)(=O)CC3N2c2ccccc2)cc1OC (stereo unspecified)
    0	3	0.2	-7	0.0	12	2	-16	-5	2	-5
O=C(CSc1nnc(C2COc3ccccc3O2)o1)N1CCCC1 (stereo unspecified)
    -5	2	0.0	5	-0.3	-9	1	5	-5	-55	-49
COC(=O)[C@@H](NC(=O)Nc1ccc(OC(F)(F)F)cc1)C(C)C
    -1	-2	-1.4	9	0.1	8	4	5	.	-19	-15
Cc1[nH]c(=O)c(C#N)c(C)c1CCC(=O)NCc1cccc(C(F)(F)F)c1
    34	0	-0.4	-15	-0.1	1	2	.	-3	7	11
CCOC(=O)c1nnn(-c2nonc2N)c1COc1ccc(F)cc1
    -15	-1	-0.6	-4	0.0	-11	-4	-3	-9	2	4
O=C(Nc1cccc(F)c1)c1ccc(S(=O)(=O)NCC2CCCO2)cc1 (stereo unspecified)
    -3	0	0.2	-1	0.6	8	11	7	-5	-11	-43
S=c1[nH]nc(-c2ccncc2)n1/N=C/c1ccccc1Cl
    -5	9	-0.4	-8	-0.1	-28	3	.	-19	8	17
CCc1cc(=O)[nH]c(SCC(=O)Nc2ccc3c(c2)OCCO3)n1
    -10	-3	6.6	1	-0.2	-7	-2	-5	-3	4	17
COc1ccc(CC(=O)NCc2nnc(SCC(=O)Nc3nccs3)n2-c2ccccc2)cc1
    -7	-10	0.4	.	-0.2	14	1	2	4	9	18
COc1ccccc1N1CC(O)=C(c2nc3ccccc3c(=O)[nH]2)C1=N
    -1	0	1.4	3	0.0	-2	1	-22	-9	-7	-61
O=c1[nH]c(/C=C\c2ccc(O)cc2)nc(O)c1[N+](=O)[O-]
    -2	-1	-0.8	1	0.0	-19	3	3	-6	10	16
Cc1ccsc1/C=N/NC(=O)C(N)=O
    .	-2	5.8	1	-0.2	-32	1	-13	0	-82	-113
COc1cccc(C(=O)N[C@@H](CCSC)c2nc3ccccc3[nH]2)c1
    8	-2	0.5	4	-0.3	18	-2	.	-7	11	20
O=C(NNC(=O)c1ccccc1C(=O)O)c1ccc(O)cc1
    16	19	0.5	16	-0.3	7	5	-2	-7	6	11
CC(C)N(Cc1ccccc1)C(=O)c1cccs1
    5	-8	0.5	-9	0.0	6	2	-1	-4	14	16
Cc1ccccc1NC1=C(Cl)C(=O)OC1OC(=O)c1ccccc1C (stereo unspecified)
    -3	10	0.5	3	0.1	1	-1	13	-6	25	18
O=C(CCNS(=O)(=O)c1ccccc1)N1CCCCCC1
    0	-2	0.8	-8	0.1	-22	-1	-13	-5	-41	-82
O=C(COC(=O)c1ccc(Cl)cc1)NC(=O)NC1CCCC1
    10	0	-0.5	23	0.1	-16	.	1	-15	12	14
O=C(CSc1cccc2cccc(Cl)c12)OCC(=O)N1CCN(C(=O)c2ccco2)CC1
    1	0	2.1	4	0.2	7	3	7	-4	-4	5
Cc1nc(N2CCN(S(=O)(=O)c3ccccc3)CC2)c2cc(-c3ccccc3)sc2n1
    -3	0	3.8	-2	-0.2	-29	0	-75	-5	-160	-212
CC(/C=C1\SC(=S)N(CCC(=O)Nc2nc(C)cs2)C1=O)=C\c1ccccc1
    4	-4	0.4	-1	-0.2	-1	-2	-7	5	-21	-8
CC(C)(C)OC(=O)N1CCC(NC(=O)c2nc[nH]c2C(=O)NCc2ccccc2)CC1
    0	-6	-2.5	8	-0.2	-10	2	11	-4	-6	-12
COc1cc(CN2CCC(C(=O)N3CCN(c4ccccc4F)CC3)CC2)cc(OC)c1O
    3	4	-1.1	15	0.2	8	-2	13	-4	14	4
CCOc1cc(C2C(C#N)=C(N)OC3CCCC(=O)C32)ccc1OCCN1CCOCC1 (stereo unspecified)
    5	4	1.4	0	-0.2	-30	4	4	-2	23	10
CCCc1cc(=O)oc2c3c(cc(OCC(=O)NCCCn4ccnc4)c12)OC(C)(C)CC3
    -1	-3	-2.5	.	-0.3	-11	4	12	.	8	-17
CC(C)(C)C(=O)Nc1c(Cl)cccc1OC(F)(F)F
    18	9	-0.4	8	0.1	20	8	6	-4	7	15
